From PubChem
LYP inhibition: inhibitors of LYP phosphatase, biochemical, fluorescence intensity, uHTS (AID 1779); recombinant LYP phosphatase, fluorescence intensity; higher % means a stronger effect; inhibition, % at 11.5 µM; hits with a dose series show IC50 in µM; 290,000 compounds, 0.054% hits;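 further: plate controls were vehicle with enzyme for no effect and no enzyme for full effect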
M1AAP inhibition: malaria alanyl aminopeptidase activity blockers – biochemical, fluorogenic H-Leu-NHMec substrate, 1536-well (AID 1445) | one-dose inhibition, % at 30 µM; IC50 in µM for titrated hits | 220,000 compounds, 0.42% hits | recombinant M1AAP, H-Leu-NHMec fluorogenic kinetic assay; higher % means a stronger effect;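 active means primary inhibition above the hit cutoff, then over 50% inhibition at one or more dose response concentrations, cut at about 23% in these data, passing the limit was not always enough; inconclusive means conflicting primary data, or primary hits not chosen for dose response; inactive means low primary inhibition, or under 50% at every dose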;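 further: plate controls were DMSO full reaction for no effect and no enzyme background for full effect; strong numbers were not always called active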
AID2073: disruptors of CaV2.2 binding to Mint1 – biochemical, HTRF (AID 2073); HTRF protein-protein interaction, Mint1-CaV2.2; higher % means a stronger effect; inhibition, % at 20 µM, or IC50 in µM where a hit was titrated; 290,000 compounds, 0.19% hits; in the data active means inhibition mostly above about 51%, no sharp cut-off; inconclusive means no clear call, values can overlap the other calls; inactive means mostly below about 53%; further: some results filed as inactive read as strong as hits
XIAP displacement: XIAP antagonists, biochemical, IAP family, fluorescence polarization (AID 1018); one-dose displacement, % at 20 µM; IC50 in µM for titrated hits; 200,000 compounds, 0.007% hits; XIAP BIR domain, fluorescence polarization peptide displacement; higher % means a stronger effect; in the data active means displacement above about 50%; further: a part of the inactive calls stands beside numbers as strong as those of hits
HEK293 NOD2/NF-kB: NOD2 signaling inhibitors, cell-based, luminescence, uHTS, HEK293 (AID 1566); one-dose inhibition, % at 4 µM; EC50 in µM for titrated hits; 290,000 compounds, 0.63% hits; HEK293 NOD2/NF-kB luciferase reporter, luminescence; higher % means a stronger effect; further: many of its hits are not listed in these tables
CSM14.1 death rescue: protection against thapsigargin-triggered cell killing – 384-well, CSM14.1, ATP luminescence, primary screen (AID 1222). CSM14.1 thapsigargin-induced death rescue, ATP luminescence; higher % means a stronger effect. one-dose cellular ATP content (survival), % at 20 µM; EC50 in µM for titrated hits. 190,000 tested, under 10 active;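 active means EC50 below 50 µM in the dose-response confirmation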;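 further: death triggered by thapsigargin at about 15 µM added after 2 h compound pretreatment; cell ATP read after overnight thapsigargin exposure of roughly 18 to 22 hours; normalized against plate controls of thapsigargin alone and 5% DMSO vehicle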
Lipid droplet: modulators of hepatic lipid droplet formation; AML12 mouse hepatocytes, oleate lipid droplets, BODIPY imaging; inhibition, % at 6.5 µM; 240,000 compounds, 0.4% hits; AID 1656;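 active means lipid droplet intensity inhibited by at least 50%, with more than 500 cells counted; inconclusive means wells with under 300 cells, treated as cytotoxic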
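Test system: AML12 hepatocytes (mouse); reagent: oleate loading, 100 µM; dosing: one dose, 6.5 µM compound; incubation: overnight exposure; signal: fluorescence imaging, 20x objective, two fields per well; read-out basis: % inhibition of corrected integrated BODIPY droplet signal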
P. falciparum M17LAP: P. falciparum M17LAP inhibitors, primary screen, biochemical, fluorogenic H-Leu-NHMec substrate, 1536-well (AID 1619). recombinant M17LAP, H-Leu-NHMec fluorogenic kinetic assay; higher % means a stronger effect. inhibition, % at 30 µM, or IC50 in µM where a hit was titrated. 220,000 compounds, 0.38% hits;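 active means compound inhibiting the enzyme by more than half at any dose during confirmatory dose-response retesting; inconclusive means strong single-dose inhibitors picked by rank but not retested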;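 further: plate controls were full reaction with DMSO carrier for no effect and no enzyme background for full effect; strong numbers were not always called active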
Siah-1 displacement: Siah-1 peptide-binding antagonists, primary screen, biochemical, fluorescence polarization, rhodamine-plectin, uHTS (AID 1817); Siah-1 / rhodamine-plectin peptide fluorescence polarization; higher % means a stronger effect; 290,000 compounds, 0.02% hits; one-dose displacement, % at 20 µM; IC50 in µM for titrated hits;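 active means displacement of at least 50% at 20 µM, with a fluorescence ratio check between 0.3 and a set limit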;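 further: plate controls were Siah plus tracer with DMSO for no effect and tracer alone without Siah for full effect; strong numbers were not always called active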
Lipid droplet cells 6.5 µM: further read-out of Lipid droplet, marked with its call; cell count; measured here: cell count, cytotoxicity flag;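 cells counted across two imaged fields per well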
* hit, by the source's call; ? = inconclusive; / = not tested or not shown. Unless noted, no stated cut-off is given here; in the data, active means inhibition above about 50%; inactive means the rest. Some of the compounds tested, so the mix of outcomes need not match the whole.

SMILES	LYP inhibition	M1AAP inhibition	AID2073	XIAP displacement	HEK293 NOD2/NF-kB	CSM14.1 death rescue	Lipid droplet	Lipid droplet cells 6.5 µM	P. falciparum M17LAP	Siah-1 displacement
CCOC(=O)N1CC=C2C(C#N)=C(N)C(C#N)(C#N)[C@H](c3ccccc3OCC)[C@H]2C1	-1%	8%	-17%	-12%	8%	-0.4%	3	842	-14%	-3%
O=C(Nc1ccc(C(=O)NCc2ccccc2Cl)cc1)C1=CSCCO1	-6%	/	15%	/	18%	/	3	722	/	-2%
O=C(CCCN1C(=O)c2cccnc2C1=O)Nc1ccc(F)cc1Cl	-7%	/	1%	/	2%	/	16	870	/	3%
O=C(COC(=O)c1ccc(S(=O)(=O)Nc2ccccc2)cc1)NCc1ccco1	6%	11%	-1%	-6.6%	-7%	-1.0%	12	833	8%	2%
CC1CCCCN1c1nc2nonc2nc1N1CCCCC1C (stereo not drawn)	-2%	9%	-8%	-1.9%	16%	-2.8%	-6	722	-1%	-3%
COC(C[C@H](O)C[C@@H](O)[C@H](C)OCc1ccccc1)OC	-10%	-5%	?	/	-6%	/	-3	642	12%	3%
CC(C)Oc1ccc(C(CC(=O)O)Cc2ccccc2)cc1 (stereo not drawn)	0%	/	6%	/	3%	/	8	805	/	4%
CCC1COC(c2cccn2Cc2ccccc2Cl)=N1 (stereo not drawn)	4%	2%	6%	-2.9%	-1%	-1.6%	-9	672	5%	2%
O=C(NCc1ccc2c(c1)OCO2)c1ccc(COc2cc(Cl)ccc2Cl)o1	-8%	0%	-4%	-2.2%	-41%	0.3%	-16	747	3%	-1%
COc1ccc(/C=C2\N=C(SC)NC2=O)cc1	1%	7%	-18%	-3.6%	-4%	-1.2%	8	773	9%	4%
CC1(C)Cc2ccccc2/C(=C/C(=O)N2CCCCCC2)N1	-1%	3%	-5%	-5.2%	20%	0.5%	-23	685	4%	3%
COc1ccccc1OC(C)C(=O)N(Cc1ccco1)C1CCS(=O)(=O)C1 (stereo not drawn)	-11%	/	0%	/	9%	/	-2	741	/	22%
O=C(Nc1ccc(N2CCN(C(=O)c3ccc(Cl)cc3)CC2)cc1)c1cc2ccccc2o1	0%	1%	11%	0.1%	15%	-0.7%	14	767	2%	2%
Cc1ccc(N2CCCn3c2nc2c3c(=O)n(CCN3CCOCC3)c(=O)n2C)cc1	2%	/	6%	-3.0%	-10%	0.6%	/	/	/	7%
O=C1CCCS(=O)(=O)c2ccccc21	-4%	1%	5%	-9.2%	19%	0.0%	-7	694	11%	5%
COc1ccc(C(=O)Nc2nnc(Cc3ccccc3)s2)c(OC)c1	-8%	/	37%	/	-17%	/	/	/	/	20%
CCOc1ccc(Cn2c(O)cc(=O)[nH]c2=O)cc1	-3%	10%	-1%	-3.9%	12%	-2.3%	5	773	19%	6%
O=C(N/C(=C\c1ccco1)C(=O)N1CCCC1)c1ccccc1	1%	/	-11%	/	1%	/	0	819	/	5%
O=C(NCC1CCCO1)C(c1cccnc1)N(C(=O)Cc1cccs1)c1ccccc1 (stereo not drawn)	3%	-2%	9%	-4.5%	-42%	2.2%	/	/	-4%	-1%
CN(Cc1ccon1)C(=O)C1CCC(=O)N(Cc2ccc(Cl)cc2)C1 (stereo not drawn)	-8%	/	1%	/	6%	/	-8	626	/	5%
CCOc1ccc(/C=N/OCC(=O)NCc2ccco2)cc1	-3%	2%	0%	-2.4%	4%	-0.5%	-10	715	1%	6%
O=C1c2cccc3cccc(c23)N1CN1CCN(c2ccccn2)CC1	-7%	3%	14%	-3.0%	10%	1.3%	/	/	-9%	6%
CCCc1nc2ccccc2c(C(=O)OCC(=O)Nc2cccc(S(=O)(=O)N3CCOCC3)c2)c1CC	7%	5%	13%	-5.9%	-4%	-0.6%	/	/	-7%	-5%
Cc1cc(NCCCn2ccnc2)n2nc(-c3ccc(F)cc3)cc2n1	-1%	13%	9%	-4.4%	-25%	-3.3%	0	619	6%	-2%
COCC(=O)N(Cc1cc2cc(OC)ccc2[nH]c1=O)c1ccccc1OC	-7%	14%	7%	-0.3%	0%	0.5%	/	/	-9%	-1%
Clc1cccc(Cl)c1OCCOCCNCc1ccccc1	-9%	/	7%	/	-20%	/	-4	737	/	3%
Cc1c([C@@H]2C[C@H]3CN(Cc4cccc(Cl)c4)C(=O)[C@]34CCCN24)cnn1C	-5%	-6%	2%	-2.7%	-6%	0.2%	-15	675	3%	-2%
CSc1ccccc1C(=O)Nc1nc2ccccc2[nH]1	-2%	3%	-1%	-5.3%	-31%	-1.0%	4	718	-2%	2%
Nc1ccc2nc(SCC(=O)N3CCOCC3)sc2c1	0%	0%	13%	-4.7%	-8%	-0.4%	-1	660	20%	-4%
Cc1csc(NC(=O)c2c(-c3ccccc3)noc2C)n1	-6%	/	6%	/	25%	/	-2	782	/	4%
CC(=O)N1N=C(c2ccc3ccccc3c2)OC12CCCC2	-3%	11%	5%	/	-2%	/	10	744	2%	-6%
Cc1ccc(C(=O)Nc2ccc3c4c(cccc24)CC3)cc1[N+](=O)[O-]	0%	4%	0%	-3.9%	19%	-2.0%	17	689	0%	-5%
CCOc1ccc(NC2=NCC(=O)N2Cc2cccs2)cc1	-7%	7%	-5%	-2.0%	-13%	0.3%	/	/	11%	-3%
O=C(OCc1nnn(Cc2ccccc2)c1-c1c(COC(=O)c2ccccc2)nnn1Cc1ccccc1)c1ccccc1	-2%	9%	14%	/	-6%	/	-2	619	10%	0%
COc1ccccc1CCNC(=O)C(=O)c1cn(CC(=O)N2CCCC2)c2ccccc12	-2%	/	4%	/	-13%	/	-2	847	/	-2%
COc1ccc(S(=O)(=O)NC(CC(=O)NCC2CCCO2)c2ccco2)cc1 (stereo not drawn)	-6%	-4%	28%	3.6%	-2%	-0.3%	8	608	-8%	-6%

Among those listed so far, these have an aryl thioether with sulfur outside any ring.
SMILES	LYP inhibition	M1AAP inhibition	AID2073	XIAP displacement	HEK293 NOD2/NF-kB	CSM14.1 death rescue	Lipid droplet	Lipid droplet cells 6.5 µM	P. falciparum M17LAP	Siah-1 displacement
CSc1ccccc1C(=O)Nc1nc2ccccc2[nH]1	-2%	3%	-1%	-5.3%	-31%	-1.0%	4	718	-2%	2%
Nc1ccc2nc(SCC(=O)N3CCOCC3)sc2c1	0%	0%	13%	-4.7%	-8%	-0.4%	-1	660	20%	-4%

(more compounds)
SMILES	LYP inhibition	M1AAP inhibition	AID2073	XIAP displacement	HEK293 NOD2/NF-kB	CSM14.1 death rescue	Lipid droplet	Lipid droplet cells 6.5 µM	P. falciparum M17LAP	Siah-1 displacement
COC(=O)CNC(=O)C12CC3CC(C1)CC(c1ccc(C)cc1)(C3)C2	6%	10%	-3%	-10%	15%	-1.8%	16	634	7%	1%
CCCc1ccc(-c2ccc(/C=C/C(=O)O)cc2)nc1	-4%	1%	16%	0.5%	78%*	-5.4%	2	678	5%	4%
COC(=O)c1ccccc1NC(=O)Nc1ncccc1C	-5%	-1%	2%	-1.8%	9%	-0.2%	2	699	0%	3%
O=C(COc1ccccc1F)Nc1ccc(S(=O)(=O)NCc2ccco2)cc1	-12%	-9%	-1%	-2.7%	13%	/	/	/	-9%	-4%
CCc1ccccc1NC(=O)C1CCCN(c2ncnc3onc(-c4ccc(F)cc4)c23)C1 (stereo not drawn)	-9%	/	4%	/	2%	/	6	739	/	9%
COc1cc(/C=N\NC(=O)c2sc(N)nc2C)cc(OC)c1OC	1%	8%	5%	-3.1%	-1%	-1.9%	/	/	12%	-1%
COc1ccc(N(C(=O)CNC(=O)c2ccco2)C(C(=O)NC2CCCCC2)c2ccncc2)cc1 (stereo not drawn)	-10%	/	6%	/	-4%	/	-1	670	/	0%
CCN(CC)CCN(C(=O)c1ccc([N+](=O)[O-])cc1)c1nc2ccc(OC)cc2s1	-7%	2%	13%	-2.9%	8%	-0.5%	5	687	-3%	9%
CCOc1cccc2sc(N(CCCN(C)C)C(=O)c3ccc(S(=O)(=O)N(C)c4ccccc4)cc3)nc12	-4%	-1%	6%	-3.3%	4%	0.1%	15	726	-4%	8%
NCCCSC1=NCCCN1	-15%	5%	1%	-4.1%	14%	-1.2%	12	796	-1%	0%
COc1cc2c3c(c1)-c1c(sn(-c4cc(OC)ccc4OC)c1=S)C(C)(C)N3C(=O)C2=O	14%	6%	-1%	-2.2%	7%	-4.6%	/	/	-2%	-3%
CN(C1=NC(=O)CS1)c1ccc(O)cc1	-8%	10%	7%	/	21%	/	1	759	-1%	2%
Cc1cc(C)n(-c2ccc(C(=O)OCn3nnc4ccccc4c3=O)cc2)n1	0%	9%	-6%	-2.8%	2%	-0.5%	/	/	0%	-1%
Cc1nc(CSc2nc3[nH]ncc3c(=O)n2-c2ccccc2)cs1	-7%	0%	-4%	2.0%	-11%	-1.6%	2	732	1%	2%
COc1ccc(CCNC(=O)Cn2cccc2C(=O)c2ccccc2C)cc1OC	-7%	12%	8%	-4.9%	11%	1.5%	22	715	3%	-3%
O=C(COc1ccccc1)N/N=C/c1cc2c(cc1[N+](=O)[O-])OCO2	-6%	2%	-13%	-0.7%	2%	-0.3%	8	848	10%	-2%
O=C(COc1ccc(Br)cc1)Nc1ccccc1N1CCCC1	-9%	-1%	0%	-2.3%	10%	2.3%	-8	664	-2%	1%
CCc1ccc2nc(N3CCN(C)CC3)c(C#N)cc2c1	-7%	10%	-4%	0.5%	-1%	-1.9%	/	/	-14%	-2%
C[C@H](NC(=O)c1nc[nH]c1C(=O)NC(c1ccccc1)c1ccccc1)C(=O)OCc1ccccc1	4%	-10%	32%	/	1%	/	-33	683	2%	-6%
COc1cc(CC(=O)OCc2cccc([N+](=O)[O-])c2)cc(OC)c1OC	-11%	/	-2%	/	3%	/	-6	772	/	3%
CCOC(=O)C(NC(=O)c1cccc(Cl)c1)(Nc1nnc(C)s1)C(F)(F)F (stereo not drawn)	-5%	0%	29%	-1.8%	11%	13%	-8	762	-6%	7%
O=C(CCC(=O)N1CCOc2ccc(Cl)cc21)NCCCN1CCC(Cc2ccccc2)CC1	-9%	/	10%	/	4%	/	4	714	/	-4%
Cc1nnc(C)n1/N=C/c1ccc(-c2ccccc2)cc1	2%	-13%	17%	-4.3%	-37%	-2.3%	/	/	12%	-3%
COc1ccc(OCC(=O)NNc2c3ccccc3nc3ccccc23)cc1	0%	10%	0%	4.3%	28%	-1.8%	9	663	1%	-4%
COc1ccc(-c2cc(-c3ccccc3)nc(=O)[nH]2)cc1	-20%	11%	0%	/	-10%	/	-22	693	8%	-3%
